GLS inhibitor: qHTS for Inhibitors of Glutaminase (GLS) | Glutaminase kidney isoform, mitochondrial (Homo sapiens), O94925 | Potency, µM (titrated, usually from 45.5 µM), without a hit: top-dose activity change, negative = inhibition, actives largely listed as inhibitors | 410,000 compounds, 0.21% hits | GLS enzymatic activity, qHTS titration; further: potency means the concentration at half of the fitted maximal effect; on the % scale 0 is the no-effect control and ±100 the full control effect
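hKGA in 45 mM KH2PO4 (pH 8.2), 0.02% Tween-20 with compound, then 1mM L-Glutamine (stock as added) plus glutamate oxidase/HRP/Amplex red coupling mix. Fluorescence read initially and after 30 min at RT; signal change reflects glutamate formation.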
ERG Ets-DNA blk: qHTS for Small Molecule Inhibitors of the ERG Ets/DNA interaction; Potency, µM (doses to about 76.9 µM), for the others: at the top dose FP activity, negative = inhibition, usual class: inhibitors; AID 624246, 2012; 370,000 compounds, 0.028% hits; fluorescence polarization, His-ERG Ets domain / labelled DNA; Transcriptional regulator ERG (Homo sapiens), P11308; active means well fitted inhibition curve with a large enough effect in the polarisation, with a control signal flat; inconclusive means small, poorly fitted or top-dose-only effect, or effect the other way, or a change in a side signal; inactive means no such curve, though single readings can be large or run the other way; the % refers to the polarisation;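 further: polarization taken with two DNA probes labelled with fluorescein and Texas red; potency means the concentration at half of the fitted maximal effect; % of control where 0% means no effect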
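His-tagged ERG Ets domain (1 uM in the protein solution; 300mM KCl, 50mM Tris-HCl, 1mM EDTA, 1mM DTT, pH 7.5) received compound, then a probe mix of 5 nM fluorescein-DNA and 100nM Texas-615-DNA. Fluorescence polarization was read for both dyes.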
Tb PGK inh: qHTS Assay to Find Inhibitors of Phosphoglycerate Kinase | Phosphoglycerate kinase, glycosomal (Trypanosoma brucei brucei), P07378 | PGK/GAPDH coupled, Kinase-Glo luminescence, 60 min | Potency, µM (series often up to 57.5 µM), inactives show at the highest dose activity change, negative = inhibition, most hits filed as inhibitors | 380,000 compounds, 0.043% hits; further: potency means the concentration at half of the fitted maximal effect; on the % scale 0 is the no-effect control and ±100 the full control effect; nearly all actives have a fitted effect of over 60% in size
Target sequence (P07378 whole entry, looked up): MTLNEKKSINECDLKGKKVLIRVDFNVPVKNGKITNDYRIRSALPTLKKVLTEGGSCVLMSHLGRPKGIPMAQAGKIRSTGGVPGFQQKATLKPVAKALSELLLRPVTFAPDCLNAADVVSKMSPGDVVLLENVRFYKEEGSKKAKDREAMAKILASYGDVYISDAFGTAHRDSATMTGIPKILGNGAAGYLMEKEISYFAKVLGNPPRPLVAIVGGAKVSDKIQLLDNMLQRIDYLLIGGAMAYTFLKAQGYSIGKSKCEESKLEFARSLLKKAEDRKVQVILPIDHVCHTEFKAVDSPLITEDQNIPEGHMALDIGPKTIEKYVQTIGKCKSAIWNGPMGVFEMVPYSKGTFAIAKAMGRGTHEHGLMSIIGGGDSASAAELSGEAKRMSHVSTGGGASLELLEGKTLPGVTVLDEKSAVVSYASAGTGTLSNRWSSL
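Recombinant glycosomal PGK reaction used 1,3-bisphosphoglycerate generated in-well by GAPDH (100nM final) in 100mM TEA pH 7.6, 5mM MgCl2, 0.01% Tween-20. After 60 minutes at room temperature, ATP was read by Kinase-Glo Plus luminescence end-point.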
JMJD2A Tudor: qHTS Assay for Inhibitors of JMJD2A-Tudor Domain; AID 504339, 2011; AlphaScreen JMJD2A-Tudor / H3K4me3 peptide binding; Potency, µM (doses to about 114 µM), for inactives: top-dose activity change, negative = inhibition, actives largely listed as inhibitors; 390,000 compounds, 4.4% hits; further: potency means the concentration at half of the fitted maximal effect; on the % scale 0 is the no-effect control and ±100 the full control effect; nearly all actives have a fitted effect of over 50% in size
G9a block: qHTS Assay for Inhibitors of Histone Lysine Methyltransferase G9a. G9a H3K9 monomethylation, AlphaScreen, 2 h. Potency, µM (highest dose often 102 µM), for inactives: at the highest dose activity, negative = inhibition, usual class: inhibitors. 350,000 compounds, 8.8% hits. AID 504332, 2011; further: potency means the concentration at half of the fitted maximal effect; on the % scale 0 is the no-effect control and ±100 the full control effect; nearly all actives have a fitted effect of over 75% in size
Target sequence (Q96KQ7 913-1193 limits assumed): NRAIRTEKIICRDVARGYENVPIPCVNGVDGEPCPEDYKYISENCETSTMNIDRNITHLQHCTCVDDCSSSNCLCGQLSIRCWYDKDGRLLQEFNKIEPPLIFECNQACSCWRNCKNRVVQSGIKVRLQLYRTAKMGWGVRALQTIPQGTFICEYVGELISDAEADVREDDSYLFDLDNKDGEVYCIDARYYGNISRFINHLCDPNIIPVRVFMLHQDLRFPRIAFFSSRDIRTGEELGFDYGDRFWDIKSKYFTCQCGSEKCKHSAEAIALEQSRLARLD
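Enzyme 20 nM + cpd, 15 min RT; add b-H3K9 pep 500 nM / SAM 20 uM; 2 h RT; anti-H3K9me1 Ab 0.5 ug/mL + SA donor / anti-rabbit acceptor beads 20 ug/mL each, 10 min; AlphaScreen read.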
HP1b binding inh: HTS for Inhibitors of HP1-beta Chromodomain Interactions with Methylated Histone Tails; 390,000 compounds, 0.56% hits; AlphaScreen HP1-beta / biotin-H3K9me3 peptide binding; Chromobox protein homolog 1 (Homo sapiens), P83916; Potency, µM (titrated, usually from 114 µM), inactives show at the highest dose activity change, negative = inhibition, most hits filed as inhibitors; further: potency means the concentration at half of the fitted maximal effect; nearly all actives have a fitted effect of over 70% in size; inactives centre near 23
Target sequence (P83916 whole entry, looked up): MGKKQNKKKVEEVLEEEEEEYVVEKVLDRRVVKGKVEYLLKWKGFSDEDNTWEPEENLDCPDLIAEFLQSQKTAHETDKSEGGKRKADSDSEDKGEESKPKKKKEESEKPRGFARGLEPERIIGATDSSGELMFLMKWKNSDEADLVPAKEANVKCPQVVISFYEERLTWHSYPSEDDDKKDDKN
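HP1-beta protein (50 nM final) preincubated 30 min at room temperature with biotinylated H3(1-18)K9me3 peptide (50 nM) in PBS pH 7.4, 0.01% Tween-20, then compound added for 30 min. AlphaScreen streptavidin donor/nickel chelate acceptor beads (10 ug/mL final), 30 min dark, luminescence read.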
PI4K2A block: qHTS for small molecular inhibitors of PI4K2A; Phosphatidylinositol 4-kinase type 2-alpha (Homo sapiens), Q9BTU6; purified PI4K2A, ADP-Glo luminescence, 1 h; hits give low values; activity change, negative = inhibition, % at 76.9 µM; 420,000 compounds, 0.13% hits; AID 1346378, 2018; in the data active means activity change below about -50%; inconclusive means mostly about -30% to -49%;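 further: -100% = wells without enzyme as full effect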
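ADP-Glo luminescence measured ADP generated by PI4K2A enzyme (4 ug/mL before mixing) with 1.2 mM PI substrate (pre-mix) and 300 microM ATP (pre-mix). Tris pH7.5 buffer with MgCl2, Triton X-100; 1 h reaction at ambient temperature.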
BAZ2B inh: qHTS Assay for Inhibitors of BAZ2B | AlphaScreen BAZ2B-H3K14Ac peptide displacement | Potency, µM (doses to about 114 µM), inactives show top-dose activity change, negative = inhibition, most hits filed as inhibitors | 360,000 compounds, 4.4% hits | AID 504333, 2011; further: potency means the concentration at half of the fitted maximal effect; on the % scale 0 is the no-effect control and ±100 the full control effect; nearly all actives have a fitted effect of over 60% in size
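Inhibition is scored as reduced AlphaScreen emission. The BAZ2B/b-H3(5-23)K14Ac complex (50 nM each) in PBS pH 7.4, 0.01% Tween-20 meets compound (up to 110 uM) for 30 min at RT before bead addition.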
Pin1 inh: qHTS Assay to Find Inhibitors of Pin1; Peptidyl-prolyl cis-trans isomerase NIMA-interacting 1 (Homo sapiens), Q13526; Pin1 FP peptide displacement, HiFluor488, 10 min; Potency, µM (top dose mostly 115 µM), without a hit: at the highest dose activity, negative = inhibition, actives largely listed as inhibitors; 390,000 compounds, 0.009% hits; AID 504891, 2011; active means well fitted inhibition curve with a large enough effect in the polarisation, with a control signal flat, not every such curve was filed as active; inconclusive means small, poorly fitted or top-dose-only effect, or effect the other way, or a change in a side signal; inactive means no such curve, though single readings can be large or run the other way; the % refers to the polarisation; further: potency means the concentration at half of the fitted maximal effect; on the % scale 0 is the no-effect control and ±100 the full control effect
Target sequence (Q13526 whole entry, looked up): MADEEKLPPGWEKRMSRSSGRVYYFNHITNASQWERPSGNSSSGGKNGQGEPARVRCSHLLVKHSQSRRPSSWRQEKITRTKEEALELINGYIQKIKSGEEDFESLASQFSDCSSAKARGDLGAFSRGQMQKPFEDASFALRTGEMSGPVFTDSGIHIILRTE
* marks the source's active call; other numbers are inactive results; i = inactive; ? = inconclusive; . = no result given; & = joins results of further samples; [ ] = dose if it differs, or a comment. Unless noted, the call rests on the fitted dose curve; in most records, active means well fitted curve in the direction sought with a large enough effect; inconclusive means small, poorly fitted or top-dose-only effect, or another doubt; inactive means no such curve, though single readings can be large; an effect the other way counts as inactive or inconclusive.

smiles | JMJD2A Tudor | GLS inhibitor | ERG Ets-DNA blk | Tb PGK inh | G9a block | BAZ2B inh | HP1b binding inh | PI4K2A block | Pin1 inh
Cc1cc(-c2ccc(C(C)C)c(S(=O)(=O)Nc3ccccn3)c2)on1 | -29.1% | 4.0% | 6.2% | -3.8% | . | 15.3% | 55.4%[activator] | 1.6 | -3.2%
COc1cc(OC)c(N(C)C(=O)Nc2cn(CC(C)C)c(=O)c3ccccc23)cc1Cl | -12.6% | 2.0% | 0.6% | -4.3% | -6.0%[59 µM] | 4.5%[57.1 µM] | 17.1% | -16.3 | -1.1%
COc1ccccc1NC(=O)Cn1cc(C(=O)c2ccco2)c2ccccc21 | -26.9% | 0.3% | -5.1% | 8.1% | 15.7%[59 µM] | ? | 32.5% | -2.2 | 3.6%
COc1ccc(N2CCN(C(=O)Cn3nnc(-c4ccc(OC)c(OC)c4)n3)CC2)cc1 | 0.6% | 9.0% | 13.3% | . | 10.1% | ? | 36.2% | 6.1 | 2.3%
CC1=[N+]([O-])C(C)(C)N(O)C1(C)C | 13.4% | ? | 13.1% | i | 0.5% | -2.8% | 14.4% | 0.1 | ?
CCOC(=O)N1CCN(C(=O)CSc2nc3c([nH]c4ccccc43)c(=O)n2CCOC)CC1 | -25.7% | 0.0% | 4.5% | -5.9% | -0.2% | -2.7% | 6.3% | 1.7 | 11.4%
COc1ccc(C2NC(=O)NC(C)=C2C(C)=O)cc1 (stereo not drawn) | -16.2% | -4.7% | -0.8% | -4.5% | 12.6µM* | 2.6% | 18.3% | -9.6 | 22.1%
COc1ccccc1-n1ncc2c(=O)[nH]c(SCC(=O)Nc3ccc(Cl)cc3)nc21 | -25.3% | 2.7% | -1.3% | -10.1% | 1.0%[59 µM] | -7.3% | -4.8% | -4.0 | -1.6%
COc1ccc(-c2nc3ccccc3n2OCC(=O)O)cc1 | 0.0% | -9.3% | 16.5% | -3.6% | 6.6% | -9.6% | 51.0%[activator] | -7.0 | -3.7%
Cn1ncc(Br)c1NC(=O)Nc1ccc(OC(F)(F)F)cc1 | -14.7% | 7.6% | 7.0% | -4.9% | 1.2% | -2.5% | 25.3% | -3.0 | -1.9%
CCN1CCN(c2ncnc3sc(C)c(-c4ccccc4)c23)CC1 | -15.9% | 7.5% | -10.5% | -2.8% | -3.7%[59 µM] | 0.7% | 2.7% | 2.2 | -1.0%
Cc1ccc(-n2ncc(C(=O)Nc3cc(Cl)ccc3Cl)c2C2CCNCC2)cc1 | ? | -29.1% | 6.8% | -5.0% | 44.7µM* | -10.0% | 11.0% | 0.6 | -7.8%
COc1ccc(CN(C(=O)c2ccc3c(c2)OCCO3)C(C(=O)NC2CCCCC2)c2ccc3ncccc3c2)cc1 (stereo not drawn) | -32.0% | -7.2% | . | -0.8% | 6.7%[0.501 µM] | -33.8% | 7.9% | 0.3 | 2.4%
CCCCC[C@H]1CN(C2CCCCC2)C(=O)[C@@H]1CC(=O)NCc1ccc(OC)cc1 | -28.6% | 0.8% | 7.6% | 4.9% | -11.2% | -30.9% | 13.0% | -0.8 | -4.0%
NS(=O)(=O)c1cc2c(cc1Cl)NC=NS2(=O)=O | -10.3% | -2.0%&0.8% | -11.9% | -14.5% | 42.7%[activator][59 µM] | 5.6% | 29.0% | -0.1&1.4&1.2 | -6.6%
Cc1cccn2cc(-c3ccc4c(c3)NC(=O)CO4)nc12 | -16.1% | 1.2% | 14.9% | 1.5% | . | -7.0% | 24.0% | 0.0 | 3.2%
COc1ccc(S(=O)(=O)n2oc(=O)cc2-c2ccccc2)cc1 | -15.0% | 10.5% | -2.5% | 9.2% | 39.8µM* | 56.2µM* | 13.3% | 2.2 | -1.7%
CC(=O)OC1CC2(C)C(=O)CCC2C2CCc3cc(O)ccc3C12 (stereo not drawn) | -5.6% | 21.2% | . | -2.2% | 14.9%[59 µM] | -3.2% | 7.8% | -1.0 | 5.0%
Cc1nn2c(N3CCN(C)CC3)cc(C(C)(C)C)nc2c1-c1ccccc1 | -4.2% | -4.5% | 12.7% | i | 10.5% | 4.7% | 45.0%[activator] | -1.4 | -2.6%
C=CCSc1nc(Cc2ccc(Cl)cc2)nc2ccccc12 | 176.9%[activator] | 8.3% | 1.1% | i | 52.6%[activator][59 µM] | 136.7%[activator] | 228.4%[activator] | -5.6 | -9.2%
Cc1cc(OC(=O)c2c(C)cc(O)cc2O)cc(O)c1C(=O)O | -22.4% | -14.2% | 5.1% | -25.9% | -10.2%[12.7 µM] | 2.0% | 15.6% | -1.9 | -6.5%
COc1cc2[nH]c(=O)n(CCCCCC(=O)NCCc3c[nH]c4ccccc34)c(=O)c2cc1OC | 8.7%[57.1 µM] | 12.0% | -12.7% | -6.6% | -8.4%[12.7 µM] | 0.4% | 18.8% | 4.4 | 10.6%
c1ccc(COc2ccc(Nc3ncnc4nc[nH]c34)cc2)cc1 | ? | 5.7% | 18.5% | -5.6% | -4.7% | -25.3% | 18.8% | -5.7 | 0.3%
COc1ccc(CCNC(=O)c2c(O)nc3ccccn3c2=O)cc1OC | -11.3% | 5.8% | 1.9% | 0.6% | ? | -5.3% | 31.6% | -2.2 | -7.3%
CC(C)(C)c1ccc(NC(=O)N2CCCN(c3ccc([N+](=O)[O-])cn3)CC2)cc1 | -33.8% | 0.4% | -1.7% | i | ? | -23.9% | -12.3% | 1.1 | -1.4%
O=C(C/C=N\OCc1ccc(Cl)cc1Cl)Nc1ccccc1 | -5.6% | 3.6% | 7.6% | 1.4% | 76.3%[activator] | 50.2%[activator] | 12.6% | -3.6 | -14.8%
COc1ccc(N(C(=O)c2ccco2)C(C(=O)NC2CCCC2)c2ccc(C)cc2)c(OC)c1 (stereo not drawn) | -33.3% | -2.2% | 1.9% | i | 12.2% | -16.0% | 13.7% | -6.1 | -5.9%
COc1ccc(-c2cccc(NS(=O)(=O)c3cc(C(F)(F)F)ccc3Cl)c2)nn1 | -13.7% | 1.4% | -17.2% | -7.3% | 7.4%[59 µM] | -12.3% | 23.2%[57 µM] | -1.7 | ?
COc1cc(-c2cc(OC)c3c(C)oc(C)c3c(=O)c2)ccc1OC(=O)c1ccccc1F | -30.5% | 10.7% | -1.3% | -9.6% | ? | -22.9% | 38.7% | -10.0 | ?
COc1ccc(CC2c3cc(OC)c(OC)cc3CC[N+]2(C)CCC(=O)OCCCCCOC(=O)CC[N+]2(C)CCc3cc(OC)c(OC)cc3C2Cc2ccc(OC)c(OC)c2)cc1OC (stereo not drawn) | -12.9% | 9.5% | -11.8% | -4.4% | 7.6%[12.7 µM] | 0.9% | 27.3% | -2.7 | 0.9%

smiles | JMJD2A Tudor | GLS inhibitor | ERG Ets-DNA blk | Tb PGK inh | G9a block | BAZ2B inh | HP1b binding inh | PI4K2A block | Pin1 inh
Cc1cc(OC(=O)c2ccc(S(=O)(=O)N3CCCCC3)cc2)c([N+](=O)[O-])c(=O)[nH]1 | -4.2% | -1.5% | 2.4% | 2.2% | ? | ? | 31.7% | -4.2 | -4.1%
CC1CCCN(C(=S)NCCc2ccccc2)C1 (stereo not drawn) | -3.8% | 2.4% | -0.9% | -10.1% | 6.8%[59 µM] | 0.6% | 39.0% | 5.1 | 1.6%
CS(=O)(=O)c1ccc(-n2nnc3ccccc32)c([N+](=O)[O-])c1 | -20.3% | -6.0% | -4.4% | -0.2% | 13.4%[59 µM] | -11.5% | -13.1% | -9.3 | 9.8%
Clc1cccc(C2Nc3cccc4cccc(c34)N2)c1Cl | 50.1µM* | 23.2% | -6.3% | 0.4% | 23.8%[0.501 µM] | 39.8µM* | ? | -4.4 | 0.8%
O=C(NCc1ccccc1Cl)c1cccc(NC(=O)c2ccccc2)c1 | -18.5% | 6.0% | 2.0% | -4.1% | 6.6%[59 µM] | 6.4% | ? | -1.8 | -2.9%
Cc1ccccc1CN1C2=NCCN2c2ccccc21 | -15.3%[11.4 µM] | 33.2%[activator] | -0.8% | 9.6% | -33.5%[12.7 µM] | -34.3% | 4.6% | 3.5 | -1.6%
CC1Oc2ccccc2N(CC(=O)NCCCN2CCOCC2)C1=O (stereo not drawn) | -11.7% | 1.1% | 4.3% | 0.0% | 23.1% | -10.0% | -10.2% | 7.8 | -3.0%
COc1ccc2c(c1)O/C(=C\c1ccco1)C2=O | ? | 3.2% | 11.2% | -2.2% | . | 14.1µM* | ? | -2.1 | 14.4%
CC(=O)C(=Cc1cn(-c2ccccc2)nc1-c1ccccc1)C(C)=O | -5.7% | 1.5% | ? | 0.2% | 8.3% | -2.3% | 33.6% | 1.1 | -5.1%
COc1cccc(C(=O)NCC(c2ccc(N(C)C)cc2)N2CCc3ccccc32)c1 (stereo not drawn) | 7.94µM* | 33.6%[activator] | 1.8% | -0.2% | 10µM* | 7.94µM* | 10µM* | -4.0 | 1.3%
